Anthrax LF inh2 – inhibitors of Bacillus anthracis lethal factor protease. inhibition, % at 10 µM. P15917. 360,000 compounds, 0.12% hits. AID 588501. multiplex microsphere protease cleavage assay, LF; further: plate controls were buffer without enzyme for full effect and enzyme alone for no effect
CCHFV vOTU inh – CCHFV vOTU protease inhibition | inhibition, % at 11.5 µM | 370,000 compounds, 0.55% hits | AID 651958 | Pep-AMC fluorescence; in the data active means inhibition above about 30%; further: 0% = vehicle wells with enzyme and 100% = no enzyme wells
PrPC surface inh – inhibitors of human cell surface prion protein PrPC. AID 720596. TR-FRET read-out. 370,000 compounds, 0.43% hits. inhibition, % at 13.8 µM. P04156; in the data active means inhibition above about 24%; further: 0% = median of the test wells and 100% = reference compound wells
BoNT F protease – BoNT F light chain protease inhibition | 360,000 compounds, 0.22% hits | inhibition, % at 10 µM | Multiplex microsphere protease cleavage assay, flow cytometry; in the data active means inhibition above about 35%, passing the limit was not always enough; inconclusive means no clear call, values can overlap the other calls; further: plate controls were buffer without enzyme for full effect and enzyme alone for no effect
TcdB inh – blocks C. difficile toxin B glycohydrolase activity | TcdB glycohydrolase enzymatic assay, plate reader | inhibition, % at 9.99 µM | 350,000 compounds, 0.24% hits; in the data active means inhibition above about 10%
Target sequence (P18177 whole entry, looked up): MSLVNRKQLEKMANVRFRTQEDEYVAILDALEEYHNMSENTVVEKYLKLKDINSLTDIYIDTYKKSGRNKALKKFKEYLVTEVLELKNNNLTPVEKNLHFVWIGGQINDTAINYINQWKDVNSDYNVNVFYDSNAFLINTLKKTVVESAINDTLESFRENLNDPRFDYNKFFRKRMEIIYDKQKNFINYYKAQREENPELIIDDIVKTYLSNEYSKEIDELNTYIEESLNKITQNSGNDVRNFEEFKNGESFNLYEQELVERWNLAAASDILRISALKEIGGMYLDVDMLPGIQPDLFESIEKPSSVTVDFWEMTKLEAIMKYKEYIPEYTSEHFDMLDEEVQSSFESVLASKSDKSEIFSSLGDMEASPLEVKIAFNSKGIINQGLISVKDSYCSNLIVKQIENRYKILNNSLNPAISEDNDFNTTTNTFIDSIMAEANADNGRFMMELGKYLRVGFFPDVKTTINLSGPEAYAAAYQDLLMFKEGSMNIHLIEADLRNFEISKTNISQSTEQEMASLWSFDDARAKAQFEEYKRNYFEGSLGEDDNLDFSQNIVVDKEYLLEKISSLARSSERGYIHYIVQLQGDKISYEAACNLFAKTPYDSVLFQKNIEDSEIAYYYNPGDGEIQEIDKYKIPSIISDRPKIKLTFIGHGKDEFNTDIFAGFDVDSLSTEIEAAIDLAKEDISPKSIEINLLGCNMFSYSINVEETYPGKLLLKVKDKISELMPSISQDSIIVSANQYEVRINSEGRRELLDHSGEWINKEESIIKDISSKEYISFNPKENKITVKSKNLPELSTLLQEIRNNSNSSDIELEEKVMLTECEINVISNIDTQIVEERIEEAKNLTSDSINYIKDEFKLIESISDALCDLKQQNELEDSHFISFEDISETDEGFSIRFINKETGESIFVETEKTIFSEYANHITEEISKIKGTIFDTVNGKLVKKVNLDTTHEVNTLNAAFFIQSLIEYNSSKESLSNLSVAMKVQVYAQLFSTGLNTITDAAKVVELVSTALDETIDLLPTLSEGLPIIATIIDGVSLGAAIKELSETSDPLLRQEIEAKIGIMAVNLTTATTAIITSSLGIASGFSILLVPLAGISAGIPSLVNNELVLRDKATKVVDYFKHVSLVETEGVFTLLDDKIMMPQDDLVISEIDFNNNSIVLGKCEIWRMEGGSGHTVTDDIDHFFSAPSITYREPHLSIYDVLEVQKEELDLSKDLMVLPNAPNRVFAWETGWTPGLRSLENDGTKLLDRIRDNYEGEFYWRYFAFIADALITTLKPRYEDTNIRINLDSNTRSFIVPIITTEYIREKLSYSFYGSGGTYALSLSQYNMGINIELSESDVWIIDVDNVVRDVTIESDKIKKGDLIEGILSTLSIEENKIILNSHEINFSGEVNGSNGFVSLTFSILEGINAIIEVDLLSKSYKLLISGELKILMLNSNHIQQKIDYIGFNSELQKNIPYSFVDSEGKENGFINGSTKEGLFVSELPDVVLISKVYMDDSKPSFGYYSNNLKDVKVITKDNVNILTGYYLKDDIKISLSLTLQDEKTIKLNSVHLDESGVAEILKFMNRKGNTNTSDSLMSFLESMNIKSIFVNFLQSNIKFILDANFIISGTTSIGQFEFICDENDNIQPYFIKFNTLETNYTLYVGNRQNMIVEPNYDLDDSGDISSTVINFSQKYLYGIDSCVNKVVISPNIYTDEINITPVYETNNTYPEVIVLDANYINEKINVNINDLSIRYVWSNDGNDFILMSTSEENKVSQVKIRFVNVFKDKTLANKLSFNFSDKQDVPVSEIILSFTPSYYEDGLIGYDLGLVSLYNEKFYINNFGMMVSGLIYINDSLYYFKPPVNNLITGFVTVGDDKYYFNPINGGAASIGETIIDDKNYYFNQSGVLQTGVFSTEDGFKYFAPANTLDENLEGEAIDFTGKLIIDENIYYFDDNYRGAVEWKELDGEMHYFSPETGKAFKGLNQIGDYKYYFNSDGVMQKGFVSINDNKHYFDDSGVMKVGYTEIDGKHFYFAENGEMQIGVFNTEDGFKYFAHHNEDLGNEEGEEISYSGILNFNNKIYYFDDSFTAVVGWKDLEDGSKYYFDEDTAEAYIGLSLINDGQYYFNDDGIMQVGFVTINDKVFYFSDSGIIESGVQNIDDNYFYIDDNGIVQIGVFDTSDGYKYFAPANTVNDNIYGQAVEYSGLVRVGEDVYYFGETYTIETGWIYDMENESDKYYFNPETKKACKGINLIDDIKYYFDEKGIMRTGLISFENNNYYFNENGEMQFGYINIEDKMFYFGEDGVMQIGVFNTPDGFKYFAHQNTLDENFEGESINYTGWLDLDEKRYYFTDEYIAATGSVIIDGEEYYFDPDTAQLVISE
FadD28 FP inh – M. tuberculosis FadD28 bisubstrate binding inhibition | FadD28 bisubstrate probe binding, fluorescence polarization | inhibition, % at 12.5 µM | AID 588549 | 360,000 compounds, 0.22% hits; in the data active means inhibition above about 8.5%, passing the limit was not always enough; inconclusive means no clear call, values can overlap the other calls
PfHsp40 rescue – rescue of PfHsp40-mediated yeast toxicity. S. cerevisiae expressing PfHsp40, growth rescue, ATP luminescence. growth rescue, % at 12.5 µM. 340,000 compounds, 0.68% hits. AID 504582; in the data active means growth rescue above about 28%, passing the limit was not always enough; inconclusive means no clear call, values can overlap the other calls;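 further: yeast W303a lacking pdr1 and pdr3 grown in galactose medium; growth measured after three days at 30 °C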
Yp Topo-I inh – Y. pestis Topo-I inhibition via cleavage products; Y. pestis Topo-I cleavage product accumulation, plate reader; activity, % at 10 µM; 360,000 compounds, 0.064% hits; in the data active means activity above about 50%, passing the limit was not always enough; inconclusive means no clear call, values can overlap the other calls; further: inactives centre near 2
BoNT A protease – BoNT A light chain protease inhibition; multiplex microsphere protease substrate cleavage, flow cytometry; inhibition, % at 10 µM; 360,000 compounds, 0.17% hits; further: plate controls were buffer without enzyme for full effect and enzyme alone for no effect
Starred values were filed as active, the others as inactive; ? = inconclusive; / = no result given; & = joins results of further samples. Unless noted, no stated cut-off is given here; in the data, active means inhibition above about 30%; inconclusive means no clear call, values can overlap the other calls; inactive means below that.

compound	TcdB inh	BoNT A protease	Yp Topo-I inh	CCHFV vOTU inh	FadD28 FP inh	Anthrax LF inh2	PrPC surface inh	PfHsp40 rescue	BoNT F protease
COc1cc(/C=C2\SC(=O)NC2=O)ccc1Oc1ccc([N+](=O)[O-])cn1	1.0	?	-9	11	-6.0	14	2	0.0	?
O=C(NCC1CCCCC1)c1ccc([N+](=O)[O-])cc1	0.2	0.1	-1	3	1.0	-5	-30	-0.3	10
COC(=O)C1=C(c2ccc(F)cc2OCc2ccccc2)C[C@@H]2CC[C@H]1N2C(=O)NCc1ccco1	0.2	-0.2	32	9	-1.4	-5	3	-0.8	-9
COC(=O)c1scc(C)c1NS(=O)(=O)c1ccc(NC(C)=O)cc1	0.4	-1.2	1	-7	0.3	-1	-5	-1.6	-13
O=C(NCc1cccnc1)c1cccc(-c2cc3ccccc3oc2=O)c1	-0.6	-0.3	-1	-6	-5.0	0	-12	-0.6	0
Cc1ccc(S(=O)(=O)NCC(=O)NCC(=O)NC(C)c2ccccc2Br)cc1C (stereo not given)	-0.1	-0.7	24	12	2.0	-7	-3	0.7	-21
COc1ccc(N(C)C2=NS(=O)(=O)c3ccccc32)cc1	/	0.1	-8	-2	0.1	-2	9	-0.6	0
Cc1ccc(C(=O)OCC(=O)c2ccc(S(=O)(=O)N3CCCCC3)cc2)o1	-0.2	0.5	12	0	0.2	2	-2	-0.3	0

Structures listed so far containing a nitro group on carbon:
compound	TcdB inh	BoNT A protease	Yp Topo-I inh	CCHFV vOTU inh	FadD28 FP inh	Anthrax LF inh2	PrPC surface inh	PfHsp40 rescue	BoNT F protease
COc1cc(/C=C2\SC(=O)NC2=O)ccc1Oc1ccc([N+](=O)[O-])cn1	1.0	?	-9	11	-6.0	14	2	0.0	?
O=C(NCC1CCCCC1)c1ccc([N+](=O)[O-])cc1	0.2	0.1	-1	3	1.0	-5	-30	-0.3	10

(more compounds)
compound	TcdB inh	BoNT A protease	Yp Topo-I inh	CCHFV vOTU inh	FadD28 FP inh	Anthrax LF inh2	PrPC surface inh	PfHsp40 rescue	BoNT F protease
Cc1coc2cc3oc(=O)c(CCC(=O)O)c(C)c3cc12	0.1	-0.2	-5	-22	-1.2	1	-2	1.5	3
COc1cc(S(=O)(=O)N2CCCCC2)ccc1NC(=O)c1ccncc1	1.2	5.1	4	4	-0.6	9	-3	0.8	24
C/C(=N\NC(=O)c1ccoc1C)c1cccnc1	/	-1.7	0	-15	-4.0	-3	6	-1.8	-4
CCC1(CC)NC(=O)N(CC(=O)OCC(=O)Nc2sccc2C#N)C1=O	0.2	-0.3	0	8	0.6	-1	4	1.5	-1
CC(=O)N1CCC2(CC1)C(C#N)=C(N)Oc1c2sc2nc(C)cc(C)c12	/	-0.1	3	-4	-2.1	-4	5	-0.9	-5
CC(C)(C#CC(O)(c1ccccc1)c1ccccc1)N1CCCC1	1.1	0.2	-16	-5	0.8	-1	-9	0.1	-4
CCN(CC(=O)Nc1ccc2c(c1)OCCO2)CC(=O)Nc1ccccc1C(F)(F)F	1.4	0.3	-4	-3	/	-2	-4	-0.4	-7
CC1(c2ccccc2)NC(=O)N(CC#N)C1=O (stereo not given)	0.7	-0.6	3	4	-2.1	-1	-2	-0.1	-3
CCOC(=O)C1C(O)=CC(=O)CC1c1ccccc1 (stereo not given)	-1.0	-0.4	2	4	-2.3	-2	7	0.7	-5
CN1CCn2cnc(C(=O)N3CCN(c4ccccc4)CC3)c2C1=O	0.2	0.1	-1	-2	-2.8	-2	3	/	-2
CCN(c1ccccc1)S(=O)(=O)c1cc(C(=O)O)ccc1C	/	-3.4	-10	16	-1.1	-3	6	0.0	-28
Cc1nnc(N/N=C/c2ccccc2C(F)(F)F)n1N	1.9	-1.7	-5	65*	-1.1	1	-5	-1.5	-9
COc1cccc(-c2nc(-c3ccc(NC(=O)c4ccncc4)cc3)no2)c1	/	-0.5	5	0	-1.3	-10	3	0.3	-7
CCOC(=O)c1cnc(-c2ccccc2)nc1N1CC(C)OC(C)C1 (stereo not given)	1.4	-0.6	18	4	-1.6	-5	-15	0.6	0
Cc1cc2c(c(=O)o1)C(CCC1CCCCC1)C(C#N)=C(N)O2 (stereo not given)	0.9	-0.7	-1	2	-1.4	-5	5	/	-7
CN(C)C(CNC(=O)c1ccc(S(=O)(=O)Nc2ccccc2F)cc1)c1ccco1 (stereo not given)	1.1	1.1	-10	-8	-2.7	-27	-6	-0.2	-43
CCOc1ccc(C(=O)N2CCCN(C(=O)c3ccc(OCC)cc3)CC2)cc1	0.8	-0.2	8	-18	-4.3	-2	-1	0.0	-5
Cc1cc(OCC(=O)Nc2cccc(S(=O)(=O)N3CCCCC3)c2)ccc1Cl	-1.9	0.1	31	11	-1.2	-6	22	-1.0	-5
COc1cccc(NC(=O)[C@@H]2CCCN2C(=O)[C@@H]2Cc3ccccc3CN2C(=O)OC(C)(C)C)c1	2.0	1.0	9	8	-3.8	0	14	0.1	1
COc1ccc(C(CNC(=O)c2ccc(OC)c(S(=O)(=O)N3CCCC3)c2)N2CCCC2)cc1 (stereo not given)	0.3	-12	2	-1	-1.2	1	-4	-1.4	40*
CC1(C)OC(C)(C)/C(=C/Nc2ccc(O)cc2)C1=O	/	-2.0	-12	20	-0.5	-6	-8	-1.3	-13
O=C(NNC(=O)c1cc2c(s1)CCCC2)c1ccccc1	0.2	-0.4	-6	-6	-2.1	-2	-14	-0.4	-4
CC(C)c1ncc(C(O)c2ccccc2)n1C (stereo not given)	1.0	-2.9	-8	9	-3.2	-3	-3	-0.5	?
CCN1C(=O)c2ccc(C(=O)NCc3ccccc3)cc2C1=O	/	0.9	3	12	1.4	-1	-6	1.1	-18
Cc1ccccc1NC(=O)CN1C(=O)NC2(CCc3ccccc32)C1=O (stereo not given)	-0.7	0.6	-10	-3	0.1	-1	8	-0.7	2
O=C(COC(=O)/C=C/c1ccco1)Nc1cc(S(=O)(=O)N2CCOCC2)ccc1Cl	-3.3	-0.4	-6	-6	-1.4	-4	5	0.0	-4
CCCCN(CCCC)S(=O)(=O)c1ccc2oc(C(=O)N3CCOCC3)c(C)c2c1	/	-1.8	12	20	0.2	-1	5	13	-3
CC(=O)Oc1ccc(/C=N/NS(=O)(=O)c2ccccc2)cc1	0.6	-0.5	-14	12	-3.1	-2	6	-1.0	-10
CSc1ccc(Cn2c(C)c(C(=O)NCCC#N)sc2=O)cc1	0.8	-1.2	0	9	-2.9	-4	-2	/	-2
Oc1ccc(Cl)c(Cl)c1	1.2	-0.8	5	2	0.0	8	5	0.1	-7
Cc1ccc(S(=O)(=O)N2CCOCC2)cc1NC(=O)CN1C(=O)NC(C)(c2ccc(Cl)cc2Cl)C1=O (stereo not given)	-0.6	0.3	17	5	0.6	-10	5	-1.1	-4
O=C(CCCn1c(=O)c2sccc2n(CC(=O)OCc2ccccc2)c1=O)NCc1ccco1	/	-1.4	17	-8	-1.2	-3	-2	1.2	-12
CC(=O)c1cc(C#N)c(N2CCOCC2)nc1C	-1.1	-2.3	7	-5	0.0	-2	-2	-1.8	-14
CC(C)(C)c1ccc(OCC(=O)NNC(=O)c2cccnc2)cc1	-1.1	-0.3	4	2	-0.5	2	5	-0.6	-1
COC(=O)c1nnn(CC(=O)NC(=O)Nc2ccccc2)c1C(=O)OC	/	0.1	-3	-18	-1.4	-5	-2	0.9	10
CCc1cc(=O)oc2cc(OCc3nn[nH]n3)ccc12	/	-0.4	-2	/	-1.0	-1	/	0.0	-4
CN1C(=O)c2ccc(NC(=O)C3CC3)cc2C1=O	-3.6	0.3	-5	-79	0.7	6	0	0.5	11
CCNc1nc2c(c(=O)[nH]c(=O)n2C)n1CCCc1ccccc1	1.3	0.7	9	7	-2.6	-2	10	-0.5	?
COc1ccc(C(=O)Nc2nnc(-c3ccccc3)s2)cc1	-0.8	-2.4	12	6	-0.5	0	8	0.4	?
CC1C=CCC2C(=O)N(c3cccc(C(=O)N4CCN(c5ccc(F)cc5)CC4)c3)C(=O)C12 (stereo not given)	/	0.0	6	4	-3.3	-4	0	-0.5	-13
Cc1ccc(/C=C(\NC(=O)c2ccccc2)C(=O)NC2CCN(Cc3ccccc3)CC2)o1	1.0	/	7	14	-0.6	/	-6	-2.2	/
CS(=O)(=O)c1ccc(-c2nnn(CC(=O)N3CCCCC3)n2)cc1	0.4	0.2	-3	-11	-1.2	-4	5	0.5	?
O=C(Nc1ccccc1)NC1(C(=O)N2CCN(c3ncccn3)CC2)CCCCC1	/	0.9	4	-1	-1.4	-2	-2	1.1	-3
C[C@H](CO)N1C[C@H](C)[C@@H](CN(C)C(=O)NC2CCCCC2)Oc2c(NC(=O)Nc3ccc4c(c3)OCO4)cccc2C1=O	0.8&1.2	0.0	17	6	2.5	7	11	-1.1	-1
COc1cccc(N(C(=O)Cn2nnc(-c3ccc(Cl)cc3)n2)C(C(=O)NCC2CCCO2)c2ccc(C)cc2)c1 (stereo not given)	0.5	-0.3	4	-1	-0.5	-6	3	-1.3	-6
CC(=O)N1C(C(=O)O)CSC1c1ccc(C)cc1 (stereo not given)	-0.6	-0.2	8	3	-2.2	0	4	0.5	-9
Cc1ccc(NC(=O)Cn2nnc(-c3ccccc3NC(=O)c3cccs3)n2)cc1	/	-0.3	8	4	-2.7	2	3	0.8	-10
CCC1CCCCN1C(=O)CN1C(=O)CSC1=O (stereo not given)	/	-0.6	6	5	-0.1	-3	5	-1.0	-11
Cc1cccc(-c2cc3nc(-c4ccccc4)cc(N4CCC5(CC4)OCCO5)n3n2)c1	/	0.0	-4	-13	-1.7	-8	-3	1.8	-37
CC(C)C(=O)Nc1ccc(Sc2ccc(F)cc2)cc1	/	0.3	18	0	-8.9	-17	9	3.9	19
Cc1cc(C)cc(S(=O)(=O)c2cnc3ccccc3n2)c1	2.2	0.4	12	-8	-4.4	-7	-8	0.2	4
Cc1noc(C)c1C(=O)NCCc1c(C)[nH]c2ccccc12	-0.2	-1.6	-3	-1	-3.3	-2	-2	0.5	2
Nc1nnc(C(F)(F)F)s1	-0.5	-0.2	-6	-4	0.7	4	-2	-0.5	-4
Cn1c(=O)c(C(=O)CSc2ccccc2)c(N)n(Cc2ccccc2)c1=O	-0.4	1.0	1	10	-1.3	-4	9	-2.0	1
O=C(CNS(=O)(=O)c1ccccc1)OCC(=O)c1ccccc1Cl	0.9	-1.5	11	-2	-3.8	-2	1	0.0	-4
O=C1Nc2cc(Cl)ccc2C1(N1CCNCC1)C(F)(F)F (stereo not given)	/	2.4	-1	-3	-4.6	-7	-7	0.0	-1

Going on with the list:
compound	TcdB inh	BoNT A protease	Yp Topo-I inh	CCHFV vOTU inh	FadD28 FP inh	Anthrax LF inh2	PrPC surface inh	PfHsp40 rescue	BoNT F protease
O=c1[nH]cc([N+](=O)[O-])cc1Br	/	0.9	7	-5	-0.2	1	-3	0.5	5
C[C@H](NC(N)=O)C(=O)N1CCN(S(=O)(=O)c2ccc3ccccc3c2)CC1	-1.0	-5.0	-4	2	0.4	-7	2	0.1	-25
O=C(COC(=O)/C=C/c1cn(-c2ccccc2)nc1-c1ccc2c(c1)OCCO2)NC1CCS(=O)(=O)C1 (stereo not given)	0.9	-0.2	10	-3	-2.9	0	-4	4.5	0
Cc1nn(-c2ccc(F)cc2)c2c1cc(C#N)c1nc3ccccc3n12	/	-0.3	4	-6	-2.4	5	-3	-0.7	1
COc1ccc(-c2csc(=Nc3ccccc3)n2CCO)cc1	-3.3	-0.9	26	-4	-2.9	-5	0	1.0	-7
CN1CCN(C(=O)CCn2nc(-c3ccccc3)c3ccccc3c2=O)CC1	/	-0.1	1	6	-2.9	-2	-4	-2.2	2
O=P(Nc1ccccc1)(Nc1ccccc1)Oc1ccc(Cl)cc1	1.1	0.3	-3	/	-3.3	-1	/	2.5	0
Cc1ccc(NC(=O)CCCN2C(=O)c3cccc4cccc(c34)C2=O)cc1	0.6	-0.6	-5	-5	-1.6	0	0	-0.3	-3

Outcome played no part in choosing rows (roughly 2.3% active in at least one column).
